# Bim-Bcl-W: human Bim-Bcl-W interaction inhibition | bead-based flow cytometry, Bim peptide-Bcl-W binding | hit rate 0.02% among 190,000 | inhibition, % at 10 µM;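 further: 0% = bound tracer without compound and 100% = peptide blocker; higher means less fluorescent Bim peptide bound to Bcl-W beads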
# Target sequence (Q92843 whole entry, looked up): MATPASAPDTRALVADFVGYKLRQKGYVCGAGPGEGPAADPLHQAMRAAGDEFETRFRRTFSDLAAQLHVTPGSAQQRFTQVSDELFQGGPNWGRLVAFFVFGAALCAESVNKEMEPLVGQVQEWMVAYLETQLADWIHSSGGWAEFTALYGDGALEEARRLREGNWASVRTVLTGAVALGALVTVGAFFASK
# Bfl-1 Bim block: inhibitors of Bim-Bfl-1 interaction, human. Bead-based flow cytometry, Bim-Bfl-1 binding inhibition. inhibition, % at 10 µM. hit rate 0.12% among 190,000;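 further: 0% = wells without compound plus tracer and 100% = blocker peptide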
# Avidin bead fluor: compound fluoresces at 488/530 nm on avidin beads | compound fluorescence 488/530 nm, flow cytometry; active compounds read high | fluorescence (KMESF) at 10 µM | AID 1775 | hit rate 0.38% among 220,000; in the data active means fluorescence above about 47; further: inactives centre near 10
# Bcl-XL Bim block: disrupts Bim peptide binding to human Bcl-XL; inhibition, % at 10 µM; hit rate 0.04% among 190,000; bead flow cytometry, fluorescence; Q07817
# Target sequence (Q07817 whole entry, looked up): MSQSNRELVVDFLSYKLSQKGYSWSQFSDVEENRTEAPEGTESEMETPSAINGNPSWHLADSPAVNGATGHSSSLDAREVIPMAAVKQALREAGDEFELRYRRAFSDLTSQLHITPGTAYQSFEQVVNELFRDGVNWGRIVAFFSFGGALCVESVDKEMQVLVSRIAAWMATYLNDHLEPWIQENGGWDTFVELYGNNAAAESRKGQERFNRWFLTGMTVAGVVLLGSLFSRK
# Bcl-2 Bim block: disrupts Bim peptide binding to human Bcl-2; Bead-based flow cytometry, Bim peptide-Bcl-2 binding; inhibition, % at 10 µM; P10415; hit rate 0.06% among 190,000; in the data active means inhibition above about 40%; inconclusive means no clear call, values can overlap the other calls;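 further: 0% = no compound wells with probe peptide and 100% = reference peptide inhibitor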
# Target sequence (P10415 whole entry, looked up): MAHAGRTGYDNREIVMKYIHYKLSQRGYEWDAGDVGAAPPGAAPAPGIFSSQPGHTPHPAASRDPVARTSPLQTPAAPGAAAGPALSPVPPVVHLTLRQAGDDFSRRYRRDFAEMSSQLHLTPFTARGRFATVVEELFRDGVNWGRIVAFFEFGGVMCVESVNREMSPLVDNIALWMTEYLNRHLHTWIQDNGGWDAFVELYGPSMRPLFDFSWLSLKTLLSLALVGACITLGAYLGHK
# ABCB1 inh: human ABCB1 inhibition, ABCG2 as counter-screen; P08183; CCRF-Adr cells, JC-1 efflux, flow cytometry; inhibition, % at 6.6 µM; hit rate 0.067% among 190,000; in the data active means inhibition above about 40%;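 further: 0% = vehicle and 100% = reference inhibitor; higher value means more JC-1 retained so stronger ABCB1 efflux block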
# GSH fluor: GSH bead compound fluorescence profile. hit rate 0.25% among 190,000. fluorescence (KMESF) at 10 µM. AID 1776. GSH beads flow cytometry, compound fluorescence 488/530 nm; active compounds read high; in the data active means fluorescence above about 89;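 further: glutathione beads carrying GST-tagged Bcl family fusion proteins plus one bare bead set; values are compound well signal with DMSO vehicle wells as background; inactives centre near 16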
# Bcl-B Bim block: inhibitors of Bim-Bcl-B interaction, human; inhibition, % at 10 µM; Q9HD36; bead-based flow cytometry, Bim peptide-Bcl-B binding; hit rate 0.073% among 190,000;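 further: 0% = tracer peptide without compound and 100% = reference inhibitor peptide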
# Target sequence (Q9HD36 whole entry, looked up): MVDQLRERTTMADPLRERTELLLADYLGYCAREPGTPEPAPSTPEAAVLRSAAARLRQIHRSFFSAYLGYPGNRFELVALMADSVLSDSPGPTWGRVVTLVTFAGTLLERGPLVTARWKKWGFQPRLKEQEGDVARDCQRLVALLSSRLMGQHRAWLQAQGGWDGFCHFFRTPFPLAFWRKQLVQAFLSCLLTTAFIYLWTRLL
# RGS4-Gao reg: human RGS4-Galphao interaction regulation. AID 1415. Multiplexed bead flow cytometry, RGS4-Galphao binding; actives lie on both sides. hit rate 0.33% among 220,000. P09471. binding response (% of control), % at 10 µM; in the data active means binding response below about 49% or above about 150%; inactive means in between;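 further: fluorescent Galphao activated with aluminum fluoride binding bead-coupled RGS4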
# ABCG2 block: human ABCG2 inhibition, ABCB1 as counter-screen; AID 1325; hit rate 0.1% among 190,000; inhibition, % at 6.6 µM; IgMXP3 cells, JC-1 efflux, flow cytometry;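 active means inhibition above 80%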;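 further: 0% = DMSO and 100% = nicardipine control wells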
#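 System: two drug-resistant human cell lines, ABCG2 and ABCB1; controls: nicardipine high and DMSO low controls; times: 10 min exposure at 25 °C with rotation, no wash; detection: flow cytometry of retained JC-1 fluorescence; read-out basis: percent efflux inhibition, scaled nicardipine 100% to DMSO 0%; doses: one concentration, 6.6 µM final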
# RGS7-Gao: regulators of human RGS7-Galphao interaction; P09471; binding response (% of control), % at 10 µM; Multiplexed bead flow cytometry, RGS7-Galphao binding; actives lie on both sides; AID 1439; hit rate 0.35% among 220,000; in the data active means binding response below about 49% or above about 150%; inconclusive means no clear call, values can overlap the other calls; inactive means in between;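 further: fluorescent Galphao held in activated GDP-AlF4 state binding bead-coupled RGS7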
# Active calls of the source: *; u = inconclusive; x = not tested or not shown. Unless noted, no stated cut-off is given here; in the data, active means inhibition above about 40%.
SMILES,Bim-Bcl-W,Bfl-1 Bim block,Avidin bead fluor,Bcl-XL Bim block,Bcl-2 Bim block,ABCB1 inh,GSH fluor,Bcl-B Bim block,RGS4-Gao reg,ABCG2 block,RGS7-Gao
COc1cccc(NC(=O)NC(C)C2CC3CCC2C3)c1 (stereo not given),1,4,11,-1,2,0.0,15,0,104,0,u
Cc1ccc(NC(=S)NN2CCN(C)CC2)cc1,-2,-2,3,-7,0,0.9,6,-5,111,5,106
COc1ccc(-c2ccc(/C=C3\C(=O)N(c4ccccc4)N=C3c3ccccc3)o2)c([N+](=O)[O-])c1,11,-6,7,-3,5,-0.6,6,9,88,-2,90
COC(=O)c1cc2c(ccn2-c2ccc(F)cc2)n1Cc1ccc(C#N)cc1,-4,-1,4,-5,-7,0.6,7,-4,89,0,97
COc1cccc(NC(=O)Cn2c(CCC(=O)O)ccc2-c2ccccc2)c1,-3,-6,10,-5,-5,-0.1,11,-2,102,-1,100
O=C(NCC1COc2ccccc2O1)C1C2C=CC3(CN(Cc4cccs4)C(=O)C13)O2 (stereo not given),-1,0,34,1,0,1.5,8,0,110,3,108
Cc1cccc(-c2csc(N)c2C(=O)OC(C)C)c1,-2,0,6,-5,1,0.8,16,-4,103,5,101
CCCCNC(=O)COC(=O)c1ccc(F)cc1Cl,1,-3,9,-4,-5,0.5,16,-2,102,10,u
CSCCC(NS(=O)(=O)c1ccc(Cl)cc1)C(=O)OCC(=O)N1CCCc2ccccc21 (stereo not given),-6,0,18,-6,-4,8.3,15,-8,105,66,103
COC(=O)C1=C(C)Nc2c(c(=O)n(C)c(=O)n2C)C1c1ccc(C)cc1 (stereo not given),-4,-7,22,-6,-2,0.4,12,-2,98,1,101
CS(=O)(=O)N(CC(=O)NCc1ccccn1)c1ccc2c(c1)OCCO2,1,2,12,2,2,-0.2,16,0,94,-1,95
CN1CCN(C2=Nc3c(Cl)cc(Cl)c4cccc2c34)CC1,0,-3,10,-2,-3,0.0,18,-8,96,2,99
CCN(CC)CCOC(=O)c1ccc(NC(=O)CCNC(=O)Cn2ccc3ccccc3c2=O)cc1,-1,0,8,0,0,0.6,20,-1,98,2,99
COc1ccc(NC(=S)NCCc2c[nH]c3ccccc23)c(OC)c1,-1,2,6,-3,-1,0.7,25,-5,101,3,101
Cc1ccc(CNC(=O)C(=O)Nc2nccs2)cc1,-1,-2,9,-4,0,-0.5,18,-2,92,-1,97
Cc1ccc(C2(CC(=O)O)CCOC(C)(C)C2)cc1 (stereo not given),2,5,5,3,5,3.0,27,1,102,4,100
OCCN(Cc1ccccc1)Cc1cccc(C(F)(F)F)c1,6,-8,x,-2,-5,-0.3,46,-5,x,1,x
Cc1ccc(NC(=O)CCC2CC(C)(C)OC2=O)cc1 (stereo not given),0,-5,13,0,-4,-0.1,9,0,100,1,100
O=S(=O)(NCc1cccnc1)c1ccc(Cl)nc1,-4,-1,x,2,-2,0.2,8,0,103,1,101
C=CCN1C(=O)C(CC(=O)Nc2ccccc2)SC1=Nc1ccc(S(N)(=O)=O)cc1 (stereo not given),0,-6,12,-1,-2,0.2,23,-2,94,1,95
Cc1ccc(C(=O)N2CCN(C3c4cccc5cccc(c45)C3NS(=O)(=O)c3ccccc3)CC2)cc1 (stereo not given),0,5,10,2,2,0.0,21,-2,105,0,104
O=C(O)CNC(=O)c1ccccc1Br,-3,1,6,-2,-3,-1.4,17,-3,95,-6,94
CCc1nnc(NC(=O)CSc2nnc(CNc3cccc(C)c3)n2-c2ccccc2)s1,3,6,1,2,0,0.2,23,0,87,1,89
Cc1cccc(Oc2ccc(C(=O)NC3CCSC3=O)cn2)c1C (stereo not given),-1,0,36,0,-1,0.5,13,0,104,3,98
O=C(CCCN1C(=O)/C(=C\c2cccs2)SC1=S)NNC(=O)c1cccnc1,1,-8,11,0,-6,-0.4,16,-4,102,0,101
Cc1nn(C(C)C(=O)N2CCCCC2)c(=O)c2c1sc1ccccc12 (stereo not given),-1,0,17,-2,-2,0.8,23,1,100,5,101
CCOC(=O)C(CC)/C(C)=N/NC(=O)c1ccccc1[N+](=O)[O-] (stereo not given),1,0,9,2,4,0.4,9,1,103,1,100
COc1ccc(Nc2nc(C)cc(=O)[nH]2)c(OC)c1,4,-11,6,-2,-2,0.4,5,-2,99,3,100
COc1ccccc1-c1cc(C(F)(F)F)nc(N2CCN(c3ccc(F)cc3)CC2)n1,-6,-3,6,-6,-5,0.2,67,-3,96,5,98
Cc1cccc(NC(=O)CSc2nnnn2-c2ccc3c(c2)OCCO3)n1,-1,-7,10,-3,-2,0.4,13,-4,104,2,102

# Not a retest: entries from further up.
SMILES,Bim-Bcl-W,Bfl-1 Bim block,Avidin bead fluor,Bcl-XL Bim block,Bcl-2 Bim block,ABCB1 inh,GSH fluor,Bcl-B Bim block,RGS4-Gao reg,ABCG2 block,RGS7-Gao
CCc1nnc(NC(=O)CSc2nnc(CNc3cccc(C)c3)n2-c2ccccc2)s1,3,6,1,2,0,0.2,23,0,87,1,89
Cc1cccc(Oc2ccc(C(=O)NC3CCSC3=O)cn2)c1C (stereo not given),-1,0,36,0,-1,0.5,13,0,104,3,98
O=C(CCCN1C(=O)/C(=C\c2cccs2)SC1=S)NNC(=O)c1cccnc1,1,-8,11,0,-6,-0.4,16,-4,102,0,101
Cc1nn(C(C)C(=O)N2CCCCC2)c(=O)c2c1sc1ccccc12 (stereo not given),-1,0,17,-2,-2,0.8,23,1,100,5,101
CCOC(=O)C(CC)/C(C)=N/NC(=O)c1ccccc1[N+](=O)[O-] (stereo not given),1,0,9,2,4,0.4,9,1,103,1,100
COc1ccc(Nc2nc(C)cc(=O)[nH]2)c(OC)c1,4,-11,6,-2,-2,0.4,5,-2,99,3,100
COc1ccccc1-c1cc(C(F)(F)F)nc(N2CCN(c3ccc(F)cc3)CC2)n1,-6,-3,6,-6,-5,0.2,67,-3,96,5,98

# (cont.)
SMILES,Bim-Bcl-W,Bfl-1 Bim block,Avidin bead fluor,Bcl-XL Bim block,Bcl-2 Bim block,ABCB1 inh,GSH fluor,Bcl-B Bim block,RGS4-Gao reg,ABCG2 block,RGS7-Gao
COc1nc(N(c2ccccc2)c2ccccc2)nc(-n2ccnc2)n1,-1,-11,26,0,-8,0.0,26,-6,103,0,107
COc1cc(NC(=O)Cc2c(C(=O)O)[nH]c3ccccc23)cc(OC)c1OC,-1,-2,11,-3,-2,0.2,24,-1,99,1,96
Cc1ccc(-n2c(SCC(=O)NCCN3C(=O)CSC3=O)nnc2-c2cccc(C)c2)cc1,-3,-1,4,-7,0,2.8,10,-4,99,5,99
Nc1nonc1C(=O)NCCN=Cc1cc(Cc2ccccc2)cc(Br)c1O,-1,-19,9,-9,-13,2.1,25,-11,101,5,98
COc1cc(SC)ccc1C(=O)Nc1ccc(C)cc1,-3,-9,13,-5,-10,0.2,10,-3,101,2,99
CCOc1cc(-c2nc(C)c(C(C)=O)n2O)ccc1OCC(=O)Nc1ccccc1,-4,4,18,-6,-2,0.1,9,-29,103,1,102
CN1CCN(S(=O)(=O)c2ccc(NC(=O)Nc3cccc(Cl)c3)cc2)CC1,0,-9,8,-3,-6,-0.6,23,-8,113,0,113
Cc1[nH]nc(-c2ccc(O)c(C)c2O)c1-c1cnn(-c2ccccc2)c1,4,-11,5,-7,-12,0.2,39,-11,97,2,95
CN(C)CCCNC(=S)N1CCn2c(nc3ccccc32)C1,-6,-1,13,-8,-5,0.2,5,-11,102,-5,102
CC(C)C(C(=O)Nc1ccc(S(=O)(=O)N2CCOCC2)cc1)N1C(=O)c2ccccc2C1=O (stereo not given),-1,-15,11,-5,-15,0.6,13,-8,90,3,100
CCCCOc1ccc(/C=C/C(=O)OCC(=O)N2CC(=O)Nc3ccccc32)cc1OCC,-8,-12,8,-7,-6,1.6,18,-5,100,6,103
Cc1cc(C)nc(NS(=O)(=O)c2ccc(NC(=O)CCC3COc4ccccc4O3)cc2)n1 (stereo not given),3,-14,17,2,-6,0.8,26,-1,101,1,100
S=C(NCc1ccc2c(c1)OCO2)NC1CC1,-3,-1,5,-5,-2,0.3,22,-8,100,-2,100
Cc1cc(C)nc(NC(=O)c2cc(Br)ccc2Cl)n1,-1,2,13,0,0,1.5,23,1,100,16,102
Clc1ccc2nc(-c3ccncc3)cc(-c3ccccc3)c2c1,-4,-14,7,-5,-4,-0.2,17,-9,103,0,104
CC(=O)c1ccc(N2CCN(C(=O)Nc3cccc(F)c3)CC2)cc1,-4,-4,13,-4,-6,1.3,14,0,100,17,u
COc1ccc(N(C(C)=O)c2nc(C)cc(C)c2C#N)c(OC)c1,1,-3,10,-1,-1,0.4,29,-4,102,3,98
CCOC(=O)N1CCC(N2C(=O)c3ccccc3C2Nc2ccc3c(c2)OCCO3)CC1 (stereo not given),3,-9,7,-3,-8,4.1,21,-7,96,4,98
CC1=C(C(=O)OC(C)C)C(c2cn(-c3ccccc3)nc2-c2cccs2)NC(=O)N1 (stereo not given),3,2,4,1,2,3.0,23,1,99,26,105
COC(=O)c1ccc(NC(=S)NC2CC3CCC2C3)cc1 (stereo not given),0,2,15,-4,2,1.6,8,-3,101,15,100
O=C(CN1CCN(S(=O)(=O)c2ccc(Cl)cc2)CC1)NC(=O)NC1CCCCC1,0,0,16,-3,0,0.2,12,-2,100,0,99
Cc1ccc(-c2nnn(CC(=O)N3CCCCC3)n2)o1,-10,-2,28,-16,-3,0.1,9,0,104,0,104
Cc1cc(C(=O)OCC(=O)Nc2cc(S(=O)(=O)N(C)C)ccc2C)c2ccccc2n1,3,-1,19,-1,-4,1.6,71,0,97,17,101
CC(C)C(NC(=O)C12CC3CC(CC(C3)C1)C2)C(=O)N/N=C/C1=C(N2CCOCC2)C(=C\c2cccc([N+](=O)[O-])c2)/CC1 (stereo not given),4,4,11,2,5,1.1,9,0,98,26,102
CCCCN(CCCC)S(=O)(=O)c1c(C)[nH]c(=O)[nH]c1=O,0,-7,26,-1,-4,-0.1,10,-1,103,-1,106

# High-throughput results as filed in PubChem BioAssay.
